mHTT-CaM PPI inh: mutant huntingtin-calmodulin interaction inhibitors – biochemical, AlphaScreen, primary screen; actives 3.6% (n = 190,000); AID 1671202, 2021; P42858; inhibition, % at 15 µM; AlphaScreen His-mHTT/GST-CaM binding, luminescence;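 further: 0% = both proteins with DMSO and 100% = one protein alone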
Pf apPOL block: Pf-apPOL inhibitors, biochemical, fluorescence; Plasmodium falciparum apicoplast DNA polymerase (apPOL); Recombinant Pf-apPOL, molecular beacon fluorescence, 1.5 h; actives 0.25% (n = 210,000); inhibition, % at 10 µM
The depositor's hits bear a star; i = inactive; · = no result given; & = joins results of further samples. No stated cut-off is given here; in the data, active means inhibition above about 50%; inactive means the rest. Rows were taken by chance. Share with any hit: about 3.5%.

Compound,mHTT-CaM PPI inh,Pf apPOL block
CN(C(=O)c1ccccc1N1CCC(NC(=O)C(C)(C)C)CC1)C1CCCCC1,18,-66
CC(C)(C)NC(=O)NC1CCN(C(=O)C2CCCC2)C1 (centres undefined),-1,-1
COc1ccc(NC(=O)CC(NCCCO)C(=O)O)c(OC)c1 (centres undefined),-3,6
CC(C)(C)NC(=O)NC1CCCC(O)C1 (centres undefined),-10,-3
Cc1cccc(CSCCNC(=O)c2ccc(CN3CCOCC3)cc2)c1,2,-4
Cc1cc(C)c(S(=O)(=O)N2CCCC(C)(C(=O)NCc3ccccc3C)C2)cc1C (centres undefined),9,-6
COc1ccc(C=CC(=O)c2cc(Br)ccc2O)cc1OC,4,1
Clc1ccc(OCc2noc(-c3ccsc3)n2)cc1,·,0
CCN(CC)CCOc1ccccc1[N+](=O)[O-],-2,-2
COCCCN1C(=O)C(O)=C(C(=O)c2ccco2)C1c1cccc([N+](=O)[O-])c1 (centres undefined),3,-4
O=C1CCCC2=C1C(c1cccc([N+](=O)[O-])c1)Nc1ccc3ncccc3c12 (centres undefined),19,-6
CN(C)c1ccc(C(=O)N2CCCC(COc3cccc(C(=O)N4CCCC4)c3)C2)cc1 (centres undefined),24,-4
O=C(NC1CCN(Cc2ccccc2)CC1)C1CCCN(c2ccncc2)C1 (centres undefined),-1,-5
COc1ccc(NC(=O)C(C)(C)Oc2ccc(Cl)cc2)c([N+](=O)[O-])c1,37,-4
Cc1ccc(C)c(OCC(=O)N2CCN(c3ccccc3)CC2)c1,-2,-5
CCSCC1COC(c2cccn2Cc2ccc(Cl)cc2)=N1 (centres undefined),30,0
CCc1ccc(-n2nnnc2SCC(=O)NCCSCc2ccco2)cc1,·,36
Cc1ccc(C2=N/C(=C\C(Cl)=C\c3ccccc3)C(=O)O2)cc1[N+](=O)[O-],35,1
COC(=O)CCCN1C(=O)C(=Cc2cccc(OC)c2)SC1=S,43,-10
COc1ccccc1N=c1oc2ccccc2cc1C(=O)Nc1ccccc1F,7,0

Full records, quoted from the list. Order of values: mHTT-CaM PPI inh, Pf apPOL block
CC(C)(C)NC(=O)NC1CCN(C(=O)C2CCCC2)C1 (centres undefined) in the list: -1, -1
Clc1ccc(OCc2noc(-c3ccsc3)n2)cc1 in the list: ·, 0

The listing picks up, repeating the 2 entries before the break.
Compound,mHTT-CaM PPI inh,Pf apPOL block
COC(=O)CCCN1C(=O)C(=Cc2cccc(OC)c2)SC1=S,43,-10
COc1ccccc1N=c1oc2ccccc2cc1C(=O)Nc1ccccc1F,7,0
Cc1ccc(CN(c2ccc(C(=O)Nc3ccc(C)cc3C)cc2)S(C)(=O)=O)cc1,19,1
CCCCNc1c2c(nc3ccccc13)CC(C)(C)CC2O (centres undefined),0,3
COc1ccc(Cc2nnc(NC(=O)c3cccc([N+](=O)[O-])c3C)s2)cc1,-2,-7
Cc1cccc(CCNC(=O)CCN2N=C(c3ccccc3)CCC2=O)c1,8,-16
Cc1nc([N+](=O)[O-])cn1Cc1ccc(F)cc1,·,-20
CCn1c(C2CCN(C(=O)Nc3ccc(OC)c(Cl)c3)C2)nc2cccnc21 (centres undefined),5,-4
CC(=O)NC1C(=O)N=C(SCc2ccccc2)NC1=O (centres undefined),2,-6
O=C(c1cccc(F)c1)N1CCN(Cc2ccccc2[N+](=O)[O-])CC1,1,2
O=C(Nc1nc(CSCc2ccc(F)cc2)cs1)c1ccco1,-6,-3
C=CCNc1nc(-c2ccncc2)cs1,-1,-4
Cc1ccccc1Cn1nc(-c2nc(C(C)(C)C)no2)ccc1=O,-12,-3
COc1cc(-c2nnc(SCc3ccon3)o2)cc(OC)c1OC,-6,·
Cc1nc(-c2nnn(-c3ccc(F)cc3)c2C)no1,-5,3
CC(C)(C)n1nc2c(c1NC(=O)C(=O)NCc1c(F)cccc1F)CSC2,60*,-1
Cc1nc(NC(=O)C2C3CCC(O3)C2C(=O)O)sc1-c1ccccc1 (centres undefined),2,2
O=C1NN(c2ccc(Br)cc2)C(=O)/C1=C/c1cc([N+](=O)[O-])ccc1Cl,89*,1
O=C(O)c1cc(S(=O)(=O)N2CCCC2)ccc1F,0,-2
O=C(NCc1cccnc1)c1ccnc(N2CCNC(c3ccccc3)C2)c1 (centres undefined),-4,-1
O=[N+]([O-])c1ccc(OCCO)c([N+](=O)[O-])c1,·,2
O=C(Cc1ccc(F)cc1)N1CCc2nc[nH]c2C1,-6,-3
Cc1cc(C)n(-c2ccc(CNC(=O)c3ccc(Br)o3)cc2)n1,17,-1
Cc1ccc(COCc2nn(C)c3c2CN(S(=O)(=O)Cc2cccc(F)c2)CC3)cc1,0,-3
COCC(=O)Nc1n[nH]c(C)c1-c1ccc(Br)cc1,-2,-2
O=C1CCCC2=C1C(c1ccc([N+](=O)[O-])cc1)c1c(nc(SCc3ccccc3F)[nH]c1=O)N2 (centres undefined),-2,-3
O=C(c1cn2ccccc2n1)N1CCCCC1c1cccnc1 (centres undefined),-5,-6
Cc1sc2ccn(C)c(=O)c2c1C(=O)N1CCN(c2cccc(Cl)c2)CC1,96*,-1
O=C(NCc1csc(C2CCN(C(=O)c3ccc(Cl)cc3)CC2)n1)C1CCC1,4,-2
O=C(C1CCCCC1)N1CCn2c(nc3ccccc32)C1,7,-10
COc1ccc(C(=O)NCCNc2ccc([N+](=O)[O-])cc2)cc1OC,-4,14
CS(=O)(=O)Nc1ccc(C2(C(=O)NCc3cc(F)ccc3F)CCCCC2)cc1,3,3
CS(=O)(=O)N1CCc2cc(NC(=O)Nc3cccc(Cl)c3)ccc21,23,-3
CCOC(=O)CC1(NC(=O)N2CCCn3nc(-c4ccncc4)cc3C2)CCCCC1,4,4
Cc1ccc(C(=O)Nc2ccc3c(c2)Sc2ncccc2C(=O)N3C)c(C)c1,27,1
CCCc1nnsc1C(=O)Nc1nc2c(s1)COCC2,-8,-5
O=C(CN1C(=O)C2CCCN2C(=O)c2cc(F)ccc21)NCCN1CCCCCC1 (centres undefined),12,-5
N/C(=N\OC(=O)CC(NC(=O)C(F)(F)F)c1ccccc1)c1nonc1N (centres undefined),i,-3
CCOC(=O)c1cn(C2CN(S(=O)(=O)c3cccc(Cl)c3)C2)nn1,2,0
N#Cc1cc2c(nc1SC/C=C/CSc1nc3c(cc1C#N)CCC3)CCC2,-4,·
CCCCOc1ccc(C(=O)Nc2ccc(S(=O)(=O)Nc3nccs3)cc2)cc1,6,3
CCCc1nnsc1C(=O)NCC1(c2ccccc2)CCOCC1,-17,-1
CC(C)CNC(=O)C1CCCN(c2cnn(Cc3ccccc3)c(=O)c2)C1 (centres undefined),5,-9
COc1ccc(CC(=O)N2CCC(c3nc(-c4ccc(NC(C)=O)cc4)no3)CC2)cc1,2,-5
CCc1c(-c2ccccc2)n(CCCO)c2nc3c(c(=O)n(C)c(=O)n3C)n12,17,-2
Cc1ccccc1NC(=O)NCC1CCN(C(=O)c2cc3ccccc3o2)CC1,7,-4
CCCCSC1=C(C#N)C(c2cccc([N+](=O)[O-])c2)C(C(C)=O)=C(C)N1 (centres undefined),18,-10
COc1cc(/C=c2\sc3nc4ccccc4n3c2=O)cc(Br)c1OC,15,5
O=C(O)c1ccc(NS(=O)(=O)c2ccc(NC(=O)c3ccccc3Cl)cc2)cc1,0,-14
CCOC(=O)c1sc2ncccc2c1NC(=O)C(Cl)Cl,·,14
Cc1cccc(N2CCN(C(=O)c3cc(Cl)ccc3Cl)CC2)c1C,-1,0
CCOc1ccc2c(c1)OC(=Cc1ccccc1OS(C)(=O)=O)C2=O,1,-5
Cc1ccc(SC(=O)c2cc(C)on2)cc1,·,-6
CCCSc1c(C(C)C)cnc2c1c(=O)n(C)c(=O)n2C,-11,-4
COc1cc2nc(NC(=O)c3ccco3)sc(=O)c2cc1OC,·,1&16
O=C(Nc1ccc(F)cc1)OCCN1C(=O)CCC12CCC(c1ccccc1)CC2 (centres undefined),-13,-5
CCC(=O)Nc1c2c(nn1-c1ccc(OC)cc1)CS(=O)C2 (centres undefined),2,-2
COc1cccc2c1CC(C(=O)O)CC2 (centres undefined),-2,-2
CC(C)c1ccc(NC(=O)C2CC2)cc1,-13,-4
O=C(CCc1ccccc1)Nc1cccc(C(=O)O)c1,0,3
O=C(CSc1ncn[nH]1)Nc1cccc(C(F)(F)F)c1,-6,-5
CN(CC(=O)Nc1cccc([N+](=O)[O-])c1)S(=O)(=O)c1ccc(Br)cc1,8,0

Reprinted from the part before: 4 compounds; new compounds follow.
Compound,mHTT-CaM PPI inh,Pf apPOL block
CC(C)c1ccc(NC(=O)C2CC2)cc1,-13,-4
O=C(CCc1ccccc1)Nc1cccc(C(=O)O)c1,0,3
O=C(CSc1ncn[nH]1)Nc1cccc(C(F)(F)F)c1,-6,-5
CN(CC(=O)Nc1cccc([N+](=O)[O-])c1)S(=O)(=O)c1ccc(Br)cc1,8,0
O=C(Nc1ccc(F)cc1F)N1CCN(C/C=C/c2ccccc2)CC1,5,1
CN(C)c1ccc(-c2nc(-c3cccc(I)c3)cc(=O)o2)cc1,0,0
O=C(c1ccccc1)N1CCN(c2[nH]ncc2-c2ccncc2)CC1,-5,-1
Cc1cc(=O)n(CC(=O)N2CCc3ccccc32)c(N2CCCCC2)n1,-13,-1
CCNS(=O)(=O)c1ccc(OC)c(C(C)(C)C)c1,-5,-1
Cc1ccccc1N1CCN(C(=O)C2CCCN(c3cn[nH]c(=O)c3)C2)CC1 (centres undefined),11,-2
CC(C)c1noc(C2CCCCN2C(=O)c2ccncc2)n1 (centres undefined),-1,2
Cc1ccc(NC(=O)c2cccc([N+](=O)[O-])c2)cc1C,2,-3
CCOc1ccccc1NC(=O)N1CCCC1c1ccccc1Cl (centres undefined),-5,-3
CCNC(=O)c1nnn(-c2cccc(Cl)c2)c1-c1cccnc1,-6,2
O=C(C1CCCC1)N1CCN(c2cccc(Cl)c2)CC1,-4,8
Cc1nnc(C)c2c(C)n(-c3ccc(N)cc3)c(C)c12,55*,-2
CC1C2NC(=O)N(CCc3ccccc3)C1(C)Oc1ccc(Br)cc12 (centres undefined),5,-4
CCN(CC)Cc1c(O)ccc2c(=O)c(-c3ccccc3OC)coc12,-6,0
O=C(NCCCN1CCOCC1)C1CCN(c2nc3ccccc3o2)CC1,-6,-13
N#CC=C(Nc1ccc(F)cc1F)c1ccccc1Cl,·,0
Cc1ccc2nc(-c3cc(N=Cc4ccc([N+](=O)[O-])cc4)ccc3O)oc2c1,15,7
O=C(NCCC1CCN(C(=O)c2ccc(F)cc2)CC1)c1c(F)cccc1F,-5,4
O=C(c1cc(-c2cccs2)[nH]n1)N1CCN(c2ccccc2F)CC1,-6,-3
CCC(=O)NCCc1csc(C2CCCN(C(=O)CC)C2)n1 (centres undefined),-10,-3
Cc1cc(C)n(-c2cc(N3CCCC(C(=O)N4CCN(S(C)(=O)=O)CC4)C3)ncn2)n1 (centres undefined),-4,-10
CCCc1nc(C)c2c(n1)N(CCN(C)C)C(=O)CC2,-5,-1
Cc1ccc2c(c1)C(O)(CC(=O)c1ccc(-c3ccccc3)cc1)C(=O)N2 (centres undefined),27,-3
COc1cc(OC)c2c(-c3cccc(/C=C/c4ccc(F)cc4)c3)cc(=O)oc2c1,-5,-2
COc1ccc(CNC(=O)c2ccccc2I)cc1OC,2,-4
Cc1cc(C(F)(F)F)nc(Nc2nc3ccccc3s2)n1,1,-1
CN(CC(=O)NC1CCN(Cc2ccccc2)CC1)c1nc2c(F)cccc2s1,1,-6
CC1CCCC(NC(=O)CN2N=C(c3ccccc3)CCC2=O)C1C (centres undefined),3,-11
COc1ccc(C)cc1NC(=O)N1CCCC1c1ccc(F)cc1 (centres undefined),1,0
CC1(C)CC(=O)C2=C(C1)Nc1[nH]c(=O)[nH]c(=O)c1C2c1cccs1 (centres undefined),5&10,7&13
Cn1cnc2ccc(C(=O)NC3CCCC3)cc2c1=O,0,2
Cc1nn(C(=O)c2ccccc2)cc1-c1nsc(Nc2ccccc2)n1,·,-8&0
CCc1cccc(NC(=O)C2CCCN(C(=O)c3ccccc3F)C2)c1 (centres undefined),31,8
CCn1cc(CN2CCC(C(=O)NCc3ccccn3)CC2)c2cc(Cl)ccc21,30,4
Cc1ccc(N2COc3ccc(Br)cc3C2)cc1,73*,1
O=S1(=O)N[C@@H](Cc2ccccc2)COc2cccc(N3CCCCC3)c21,-2,-5
CNC(=O)C(=O)Nc1ccc(OC)cc1,2,-4
CCCCNC(=O)CCS(=O)(=O)c1cc(Br)cc2c1N(C(=O)CC)CC2,-1,0
C=CCNc1sc(C(=O)C23CC4CC(CC(C4)C2)C3)c(N)c1C#N,17,·
COc1ccc(NC(=O)C2(S(=O)(=O)c3ccc(Cl)cc3)CC2)cc1OC,-5,-1
COc1ccc(-c2coc3c(CN4CCN(C)CC4)c(O)ccc3c2=O)cc1OC,2,-1
C=CCN(c1ccccc1)C(C(=O)NC1CCCC1)c1cc2c(cc1[N+](=O)[O-])OCO2 (centres undefined),10,-4
O=C1NCCCn2nc(C3CCN(C(=O)c4ccc(C(F)(F)F)cc4)CC3)cc21,7,2
